NCI-60 one-dose screen, 48 h, at 10 µM unless noted. Numbers give growth in % (100 = growth as untreated, 0 = no growth, -100 = all killed).
UO-31 – UO-31 renal cancer; 5.2% of 81,000 active; AID 1794768
SN12C – SN12C renal cancer cells; 3.8% of 81,000 active
TK-10 – TK-10 renal cancer cells; 3.9% of 81,000 active
CAKI-1 – CAKI-1 renal cancer; 4.7% of 75,000 active
786-0 – 786-0 renal cancer cells; 5.1% of 81,000 active; AID 1794775
U251 – U251 CNS tumor cells. 5.4% of 80,000 active. AID 1794753
RXF 393 – RXF 393 renal cancer cells | AID 1794773 | 6.9% of 77,000 active
ACHN – ACHN renal cancer; 4.9% of 81,000 active
A498 – A498 renal cancer cells. 5.4% of 76,000 active. AID 1794774
Active calls of the source: *; nt = no result given; [ ] = remark or other dose. Rule for the calls: active = growth percent below 10; inactive = the rest.

SMILES	UO-31	SN12C	TK-10	CAKI-1	786-0	U251	RXF 393	ACHN	A498
COc1ccc(C(=O)c2cc(OC)c(OC)c(OC)c2)cc1O	33	15	65	37	nt	21	0.7*	26	75
O=C1CC(N2C(=O)/C(=C/C=C/c3ccccc3)SC2=S)C(=O)N1c1ccc(Br)cc1 (stereo not drawn)	77	98	118	86	103	73	108	92	97
O=C1/C(=C/c2ccc(Cl)cc2)N=C2SC=C(/N=c3\scc(-c4ccccc4)n3-c3ccccc3)N12	79	108	105	174	104	nt	110	104	110
COC(=O)c1cc(-c2ccccc2)[nH]c1N/N=C/c1c(Cl)cccc1Cl	42	35	26	5.9*	9.3*	12	-19*	44	-46*
CS(=O)(=O)c1nc2[nH]c(=O)[nH]c2c(=O)[nH]1	98	nt	94	92	94	98	108	108	98
O=[N+]([O-])c1ccc(CC(Cl)c2ccccn2)cc1 (stereo not drawn)	90	104	125	nt	99	100	111	108	90
COc1ccc(C=NNc2nc(SCC(=O)Nc3nc4ccc(C)cc4s3)nc(-c3ccccc3)c2C#N)cc1	52	96	157	80	108	100	84	99	97
Cc1cc(N2CCOCC2)nc(N2CCN(CC(=O)Nc3ccc4c(ccn4C)c3)CC2)n1	104	103	122	94	92	85	85	100	96
Cc1ccc(CNc2ccc(Cl)cc2NCc2ccc(C)c(O)c2)cc1O	12	-28*	52	37	23	22	21	0.1*	82
O=C(Nc1ccc2ccccc2c1)c1cc2ccccc2cc1O	59	89	103	87	86	87	115	89	90
C/C=C(/C)N(C(C)=O)N(C(C)=O)c1ccc([N+](=O)[O-])cc1[N+](=O)[O-]	90	110	119	92	103	101	106	108	96
COc1ccc(C(=O)CSc2nc(-c3cc(OC)ccc3OC)cc(-c3ccc(Cl)cc3)c2C#N)cc1	46	43	62	65	24	36	27	31	nt
O=C(NCCO)c1ccncc1	95	110	85	102	97	88	109	104	97
COc1ccccc1OCC(=O)Nc1nc2ccccc2[nH]1	107	67	82	nt	96	84	99	106	90
CC1=C(C)C(=O)C(NCCN2CCOCC2)=C(Br)C1=O	45	52	150	45	100	45	122	62	124
CCCCCCCCCCCCNC(=S)NCCCCCCCCCCCC	91	99	91	81	101	104	104	107	96
Cc1cc(O)cc(C)c1O	117	112	114	101	116	108	113	108	98
CC(=O)OC[C@@]1(C)C2CC[C@]3(C)C(CC=C4C5CC(C)(C)CC[C@]5(C(=O)Nc5ccc(Br)cc5)CC[C@]43C)[C@@]2(C)C[C@@H](OC(C)=O)[C@@H]1OC(C)=O (stereo partly drawn)	37	nt	46	42	51	39	73	39	64
Clc1ccc(C2=Nn3c(Cc4ccccc4)nnc3SC2)cc1	66	99	86	87	96	100	70	95	95
O=C(CNC(=O)c1ccccc1)OC(C(=O)O)c1ccc(F)cc1 (stereo not drawn)	88	99	98	98	103	101	110	110	108
Cc1cc(C)c(/C=C2\C(=O)Nc3ccc(NC(=O)CCCCCCC(=O)NO)cc32)[nH]1	66	44	11	69	72	4.0*	19	59	-9.1*
C[C@@H]1N=C(c2ccc3ccccc3c2)Nc2nc3ccccn3c2C1=O	56	60	64	39	69	32	50	55	47
COc1ccc(CNCCN2C(=O)c3ccc4c5c(ccc(c35)C2=O)C(=O)N(CCNCc2ccc(OC)c(OC)c2OC)C4=O)c(OC)c1OC	-20*	-77*	30	-12*	8.0*	-46*	-32*	-51*	nt
Cc1nn(-c2ccccc2)c2nc(Cl)c(/C=C/C(=O)c3ccccc3)c(-c3ccc(Cl)cc3)c12	90	89	114	92	99	98	115	105	120
O=[N+]([O-])c1cc(F)cc(F)c1	103	97	107	98	101	111	97	110	99
S=c1c2ccccc2c(=S)n(-c2ccccc2)n1-c1ccccc1	92[100 µM]	92[100 µM]	117[100 µM]	77[100 µM]	106[100 µM]	102[100 µM]	106[100 µM]	98[100 µM]	123[100 µM]
O=c1c2ccccc2nc(COc2ccccc2)n1NS(=O)(=O)c1ccccc1	82	89	141	85	106	100	108	89	109
CCCC1=C(C(=O)OCC)C(c2ccc(OC)cc2)NC(=O)N1 (stereo not drawn)	83	104	114	88	115	100	104	108	118
Cn1cc(-c2nnc(N)nc2-c2cn(C)c3ccc(F)cc23)c2ccccc21	79	95	103	83	90	101	95	99	nt
Nc1nn2c(-c3cc4ccccc4oc3=O)ccnc2c1N=Nc1ccc(S(N)(=O)=O)cc1	66	89	117	91	102	103	77	94	141

Rewritten as comma-separated lines: 2 of the compounds above
molecule,UO-31,SN12C,TK-10,CAKI-1,786-0,U251,RXF 393,ACHN,A498
CC(=O)OC[C@@]1(C)C2CC[C@]3(C)C(CC=C4C5CC(C)(C)CC[C@]5(C(=O)Nc5ccc(Br)cc5)CC[C@]43C)[C@@]2(C)C[C@@H](OC(C)=O)[C@@H]1OC(C)=O (stereo partly drawn),37,nt,46,42,51,39,73,39,64
Cc1nn(-c2ccccc2)c2nc(Cl)c(/C=C/C(=O)c3ccccc3)c(-c3ccc(Cl)cc3)c12,90,89,114,92,99,98,115,105,120

More records.
SMILES	UO-31	SN12C	TK-10	CAKI-1	786-0	U251	RXF 393	ACHN	A498
CS(=O)(=O)c1ccc(CC(=O)Nc2cc(NCc3ccc[n+]([O-])c3)c([N+](=O)[O-])cc2Cl)cc1	90	106	100	94	104	103	106	102	80
Cc1cn(-c2cc(C(=O)Nc3cccc(-n4ccc5c(NC(=O)c6ccccc6)nccc54)c3)cc(C(F)(F)F)c2)cn1	16	22	nt	2.7*	-71*	-3.9*	-90*	28	16
Oc1ccc2ncccc2c1	98	102	117	101	nt	92	96	98	92
O=c1[nH]c(NCCS(=O)(=O)O)nc2sc3c(c12)CCCC3	81	97	92	99	99	92	111	102	91
CCOC(=O)c1c(NC(=O)C2CCCCC2C(=O)O)sc2c1CCCC2 (stereo not drawn)	81	104	113	93	106	99	114	98	109
C(=C\c1cc2ccccc2o1)/c1cc(/C=C/c2cc3ccccc3o2)n(-c2ccccc2)n1	81	102	96	79	89	104	102	99	100
CCOC(=O)/C(=C/c1ccc(N(C)C)cc1)C(=O)c1ccccc1	74	97	92	70	96	nt	97	103	nt
COc1ccc(CSCC(NC(=O)OC(C)(C)C)C(=O)O)cc1 (stereo not drawn)	87	103	114	99	102	100	112	98	105
CN1C(=O)N(C)C2C1NN=c1s/c(=C\c3ccc(F)cc3)c(=O)n12 (stereo not drawn)	40	36	65	29	41	27	38	39	9.7*
CCCCC(CC)CNCCOC(=O)c1ccc([N+](=O)[O-])cc1 (stereo not drawn)	79	99	107	107	98	101	101	103	115
COC(=O)C1=Nc2cc(OC)cc(OC)c2/C1=C/c1sc(=S)[nH]c1O	74	97	124	89	90	94	98	94	nt
O=C1/C(=C/c2ccccc2[N+](=O)[O-])Oc2ccc(O)cc21	21	31	99	48	46	57	12	2.4*	87
Cc1ccc(N=C(C(c2ccccc2)c2ccccc2)N2CCCCC2)cc1	56	67	88	58	78	81	83	67	54
O=[N+]([O-])c1ccc(OCCOc2ccc([N+](=O)[O-])cc2)cc1	64	99	102	nt	111	100	91	108	nt
COc1cc(-c2nc3cc(Cl)c(Cl)cc3[nH]2)ccc1OCC(=O)N=Nc1c(O)[nH]c2ccc([N+](=O)[O-])cc12	91	81	124	97	92	22	101	104	109
CCN(CC)CCOc1ccc(CNC(C)CCC2=C(C)CCCC2(C)C)cc1 (stereo not drawn)	78	96	112	96	105	96	110	98	nt
Cc1cc(=O)n2n1-c1ccc3ccccc3c1NC(=O)C2	80	102	122	94	106	96	105	112	108
Nn1c(N/N=C/c2ccc3[nH]ncc3c2)n[nH]c1=S	91	99	102	99	102	103	100	98	nt
Cc1cc2c(-c3nc4ccccc4n3C)c(O)c(O)cc2c(O)c1-c1c(C)cc2c(-c3nc4ccccc4n3C)c(O)c(O)cc2c1O	76	35	57	nt	76	13	63	89	29
CC(=O)Nc1ccc2c(c1)C(=O)c1cc(F)ccc1-2	69	110	131	nt	97	99	119	88	103
O=C(CN1C(=O)c2ccccc2C1=O)NC(Cc1ccccc1)C(=O)O (stereo not drawn)	79	94	106	116	102	111	131	103	132
CCCCCCNC(=O)Oc1ccc(/C(=C(/CC)Cc2ccccc2)c2ccc(OCCN(CC)CC)cc2)cc1	58	73	93	91	64	43	60	89	nt
CCOC(=O)c1cc(Cl)cc(C(=O)OCC)n1	95	112	nt	105	102	119	107	101	108
O=C1CCC(Nc2ccc(Cl)cc2Cl)N1c1cccs1 (stereo not drawn)	87	93	108	94	112	111	102	101	69
COc1ccccc1NC(=O)N(O)C1(C#N)CCCCC1	97	99	105	107	96	103	105	102	104
CCN1C(=O)N(CC)C2C1NN=c1s/c(=C\c3ccc(C(F)(F)F)cc3)c(=O)n12 (stereo not drawn)	34	24	60	26	25	6.7*	24	28	8.7*
C/C(=N/NC(=S)NC1CCCCC1)c1sc(Nc2ccc(O)cc2)nc1C	73	71	103	71	98	89	34	76	91
COc1ccc(C(=O)C2C(c3ccc(Br)cc3)C3CCCN3C23C(=O)c2ccccc2C3=O)cc1 (stereo not drawn)	60	94	100	70	104	93	93	86	91
CCOC(=O)C1=C(N)Oc2c(sc3c(C)cccc23)C1c1ccc(Cl)cc1 (stereo not drawn)	38	39	79	2.8*	36	32	-7.9*	40	3.9*
Cc1ccc(S(=O)(=O)N2CCC(C(=O)Nc3ccc(F)cc3F)CC2)cc1	38	91	85	98	90	101	nt	107	84

Single entries from the list:
Entry for `Cc1cc(C)c(/C=C2\C(=O)Nc3ccc(NC(=O)CCCCCCC(=O)NO)cc32)[nH]1` under A498: -9.1*
Entry for `Cc1cc(N2CCOCC2)nc(N2CCN(CC(=O)Nc3ccc4c(ccn4C)c3)CC2)n1` under CAKI-1: 94
Entry for `Cn1cc(-c2nnc(N)nc2-c2cn(C)c3ccc(F)cc23)c2ccccc21` under UO-31: 79
Entry for `O=c1c2ccccc2nc(COc2ccccc2)n1NS(=O)(=O)c1ccccc1` under CAKI-1: 85
Entry for `CCN1C(=O)N(CC)C2C1NN=c1s/c(=C\c3ccc(C(F)(F)F)cc3)c(=O)n12` (stereo not drawn) under ACHN: 28
Entry for `O=c1[nH]c(NCCS(=O)(=O)O)nc2sc3c(c12)CCCC3` under U251: 92
Entry for `CCOC(=O)c1c(NC(=O)C2CCCCC2C(=O)O)sc2c1CCCC2` (stereo not drawn) under U251: 99

Further records
SMILES	UO-31	SN12C	TK-10	CAKI-1	786-0	U251	RXF 393	ACHN	A498
CCCCCCCCNC(C)(C)COC(=O)c1ccc(N)cc1	85	94	82	nt	83	91	100	109	96
NC(=O)/C=C/c1ccccc1	96	100	112	106	100	101	109	119	96
COc1ccc(C2C3=C(COC3=O)N(CCO)c3cc(OC)c(OC)cc32)cc1 (stereo not drawn)	91	102	93	108	96	101	114	100	103
O=C(Nc1ccc(F)cc1)Nc1ccc(NC(=O)c2cc(Cl)nc3ccccc23)cc1	83	74	83	79	98	63	87	102	nt
COc1ccc([C@@H]2c3[nH]c4ccccc4c3CC3C(=O)N(C4CCN(Cc5c(F)cccc5F)CC4)CC(=O)N32)c(OC)c1 (stereo partly drawn)	40[5.26 µM]	67[5.26 µM]	64[5.26 µM]	40[5.26 µM]	-36*[5.26 µM]	62[5.26 µM]	56[5.26 µM]	48[5.26 µM]	29[5.26 µM]
NCC(=O)OCc1ccccc1	97	108	90	100	100	95	107	102	106
COc1cc2nc(SCc3cc(OC)c(OC)c(OC)c3)n(-c3ccccc3)c(=O)c2cc1OC	63	96	116	88	102	97	87	90	91
Fc1ccccc1/C=C(/C1=NCCN1)n1cnc2ccccc21	85	97	99	84	99	101	84	97	nt
COC(=O)c1cc(-c2cc3ccccc3o2)c(C#N)c(N)n1	93	89	115	89	101	90	nt	89	107
O=S(=O)(O)c1cccnc1	109	105	104	95	103	113	nt	105	101
C=CC(=O)Nc1cccc(-c2nc(SC)n(C)c(=O)c2C#N)c1	44	83	130	98	86	nt	76	87	111
Clc1nc2ccccc2nc1-c1nnc(C2CCCCC2)o1	93	101	105	89	106	98	88	99	89
COc1cc(/C=C(\OC(C)=O)c2ccc3c(c2)OCO3)cc(OC)c1OC	68	96	83	79	91	101	111	100	87
COc1cccc(OC)c1Oc1c(/C=N/N=c2\sc3ccccc3n2C)c(C)nn1-c1ccccc1	65	95	108	50	83	74	86	73	nt
C=C1CCC2C3(C)COC(C)(C)OC3CCC2(C)C1CC(NC1CCCC1)C1=CCOC1=O (stereo not drawn)	87	100	131	91	94	102	104	99	106
CCCC1C(=O)N2C(N(C)C)=Nc3ccc(C)cc3N2C1=O (stereo not drawn)	76	98	98	87	97	89	90	97	110
CCC1(CC)C(=O)NC(=Nc2ccccc2)N(c2ccccc2)C1=O	93	95	103	112	114	105	105	101	99
NC(=S)NNC1CCCCC1	73	96	97	nt	99	94	107	nt	100
COc1ccc2cc1Oc1ccc(cc1)C[C@H]1c3c(cc4c(c3Oc3cc5c(cc3OC)CCN(C)[C@@H]5C2)OCO4)CCN1C	61	60	45	71	54	27	-19*	63	32
COc1cc(/C=C2\CCCC3=C2N=C2SC(C)=NN2C3c2cc(OC)c(OC)c(OC)c2)cc(OC)c1OC (stereo not drawn)	8.1*	-5.6*	76	-38*	35	21	24	-7.3*	-0.7*
CN(CCCO)CCCO	97	99	104	106	105	nt	108	112	nt
c1cc(N2CCCC2)c2nc(-c3[nH]ncc3Nc3ncnc4[nH]ccc34)[nH]c2c1	-20*	-14*	-26*	-33*	-26*	3.0*	-76*	-15*	-80*
CNCCn1c(=O)c2cc(OC)c(OC)cc2c2ccc3cc4c(cc3c21)OCO4	-66*	2.3*	-69*	-85*	-51*	5.7*	-76*	-76*	nt
Cc1c(C(=O)Nc2nc3ccccc3s2)nnn1-c1ccccc1Cl	68	81	98	75	89	96	109	90	66
N#CC1(C#N)C2=C(CCCC2)NC(c2cccs2)C1(C#N)C#N (stereo not drawn)	62	95	85	89	105	93	94	38	107
O=C1CC(c2ccc3c(c2)OCO3)c2c(ncn2-c2ccc(F)cc2)N1 (stereo not drawn)	87	106	99	91	99	100	118	108	99

Screening results from PubChem BioAssay.

Hits appear at their usual frequency; about 12% have a hit in one of these screens.
